# Assay outcomes deposited in PubChem BioAssay by Broad Institute.
# SIRT5 block: blocks human SIRT5 desuccinylation of peptide; Purified SirT5, succinyl-peptide AMC, trypsin-coupled fluorescence; 330,000 tested, 1.1% active; inhibition, % at 15 µM; AID 652115; Q9NXA8; in the data active = inhibition above about 15%
# Target sequence (Q9NXA8 whole entry, looked up): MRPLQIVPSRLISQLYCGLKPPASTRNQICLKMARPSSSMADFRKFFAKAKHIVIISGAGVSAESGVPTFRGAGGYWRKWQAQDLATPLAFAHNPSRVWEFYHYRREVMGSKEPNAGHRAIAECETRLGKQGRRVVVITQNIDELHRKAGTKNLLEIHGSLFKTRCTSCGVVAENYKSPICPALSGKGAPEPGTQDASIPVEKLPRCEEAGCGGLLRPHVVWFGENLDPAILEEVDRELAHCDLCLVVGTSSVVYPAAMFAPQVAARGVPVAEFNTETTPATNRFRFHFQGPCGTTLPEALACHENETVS
# S100A4 MyoIIA: blocks human S100A4 binding to myosin IIA peptide. P26447. 360,000 tested, 0.14% active. S100A4/TAMRA-MyoIIA peptide fluorescence polarization. inhibition, % at 10.7 µM. AID 652163;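 active = mean inhibition of at least 70% across replicates, with every replicate also reaching that level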
# Target sequence (P26447 whole entry, looked up): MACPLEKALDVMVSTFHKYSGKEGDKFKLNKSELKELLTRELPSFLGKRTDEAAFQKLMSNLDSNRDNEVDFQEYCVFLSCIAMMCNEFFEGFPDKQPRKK
#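 incubation = readout 5 min after mixing, signal stable up to 60 min | system = S100A4 monomer protein | buffer or medium = HEPES pH 7.2 with CaCl2, KCl, NaCl, DTT, Triton | benchmarks = neutral control DMSO, positive control TFP | also added = fluorescent myosin IIA peptide, 5 nM | compound dosing = one concentration per compound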
# C2C12 statin: protects C2C12 myotubes from simvastatin toxicity; ATP luminescence, 48 h; scaled: DMSO 0, geranylgeraniol control 100; rescue of ATP level, % at 7.49 µM; 330,000 tested, 0.78% active; AID 602340;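 active = mean ATP rescue above about 67%, or every replicate alone reaching that limit, limit read from the data, passing the limit was not always enough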;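 also: myotubes were challenged with 10 µM simvastatin during compound exposure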
# esBAF inh: inhibitors of esBAF chromatin remodeling in mouse ES cells; 350,000 tested, 2% active; AID 602393; reporter increase, % at 12.5 µM; Bmi1-luciferase knock-in reporter, 24 h; 100% = twice the neutral-well signal; in the data active = activation above about 40%;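 also: 0% = median of the plate's neutral control wells and 100% = double that signal; a rise in the Bmi1 reporter signal indicates esBAF inhibition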
# CASP6 VEID inh: blocks human caspase-6 cleavage activity; P55212; purified caspase-6, Z-VEID-R110 cleavage fluorescence; 350,000 tested, 0.53% active; inhibition, % at 12.5 µM; AID 686996;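 active = mean inhibition across replicates at least about 35%, with every replicate also reaching that limit, limit read from the data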;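 also: 0% = median of neutral control wells and 100% = no fluorescence left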
# Target sequence (P55212 24-179 limits assumed): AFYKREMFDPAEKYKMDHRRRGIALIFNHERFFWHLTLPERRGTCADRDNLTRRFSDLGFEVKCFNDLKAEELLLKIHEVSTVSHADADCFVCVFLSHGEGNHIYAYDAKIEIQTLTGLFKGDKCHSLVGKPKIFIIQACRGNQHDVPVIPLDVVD
# Target sequence (P55212 194-293 limits assumed): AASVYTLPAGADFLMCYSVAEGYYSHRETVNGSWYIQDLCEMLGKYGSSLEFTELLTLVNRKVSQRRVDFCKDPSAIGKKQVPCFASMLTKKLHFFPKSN
# FN deposition inh: fibronectin deposition inhibition; AID 743247; AH1F fibroblasts, Alexa488-fibronectin deposition fluorescence, overnight; inhibition, % at 12.6 µM; 350,000 tested, 0.086% active;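 active = mean inhibition across replicates of 30% or more, regardless of how many single replicates reach that level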;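 also: positive control wells lacked labelled fibronectin entirely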
#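 Material: AH1F fibroblast monolayer depositing Alexa488-labelled fibronectin into matrix | Input: 10000 AH1F cells/well | Medium: DMEM plus 2% serum, read in PBS | Reagent: Alexa488-fibronectin, 24 nM final in well | Compound dosing: One dose per compound, pinned | Schedule: 1 h adhesion, overnight exposure | Measured by: Fluorescence at 485 nm excitation, 525 nm emission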
# LGR2 inh: Drosophila LGR2 receptor signaling inhibition; HEK293 LGR2, CRE-luciferase, bursicon-stimulated, 4 h; inhibition, % at 9.99 µM; 380,000 tested, 0.35% active; AID 720647;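 active = drop in luminescence signal, shown as inhibition above about 50% in the replicate tests, limit read from the data, passing the limit was not always enough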;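 also: agonist challenge used bursicon conditioned medium at about half maximal strength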
# Active calls of the source: *; . = not tested or not shown; & = joins results of further samples. The list is partial, so the mix of outcomes need not match the whole.
SMILES,SIRT5 block,S100A4 MyoIIA,C2C12 statin,esBAF inh,CASP6 VEID inh,FN deposition inh,LGR2 inh
COc1ccc(S(=O)(=O)N2CCCCC2c2cc(C(=O)Nc3ccccc3)no2)cc1 (stereo not drawn),-1,1,-8,-11,4,6,36
CCOC(=O)N1CCN(C(=O)c2ccc3c(=O)n(-c4ccc(F)cc4)c(=S)[nH]c3c2)CC1,.,.,6,3,.,-8,.
Fc1cc(F)nc(NCc2ccccc2)n1,-1,6,0,-4,-3,3,-5
C[C@@H]1CN([C@@H](C)CO)C(=O)Cc2cc(NC(=O)CCN3CCOCC3)ccc2O[C@H]1CN(C)CC1CCCCC1,0,2,-2,-5,-1,.,14
CCOc1ccc(S(=O)(=O)NCc2ccc3c(c2)OCO3)cc1NC(C)=O,-4,-7,13,-1,2,-1,2
Cc1ccc(NC(=O)CSCC(=O)Nc2cccc(S(=O)(=O)N3CCCCCC3)c2)cc1,-7,-2,-1,-9,-1,21,14
CCC(=NNc1ccc([N+](=O)[O-])cc1[N+](=O)[O-])c1ccccc1,.,-4,.,.,-1,2,7
COc1ccc(C(=O)CN2C(=O)NC3(CCc4ccccc43)C2=O)c(OC)c1 (stereo not drawn),1,-1,10,5,5,8,-2
CC1CCN(S(=O)(=O)c2cc(C(=O)Nc3ccccn3)ccc2Br)CC1,1,6,.,.,4,0,-8
COC(=O)c1cc(NC(=O)CN2CCN(C(C)=O)CC2)cc(C(=O)OC)c1,-1,0,.,.,1,-2,15
CC1C(=O)N(Cc2cn(Cc3ccco3)nn2)CCS(=O)(=O)N1Cc1ccc(-c2ccncc2)cc1 (stereo not drawn),-4,-1,-20,2,15,1,-1
Cc1c(C(=O)Nc2ccccn2)oc2c(Cl)cccc12,-4,1,33,37,-1,3,-6
COc1ccc(Cl)cc1S(=O)(=O)NC(C)C(=O)NCCN1CCOCC1 (stereo not drawn),-4,-11,13,-7,-1,4,6
Cc1cccc(C(=O)NC2CCN(CC(=O)NCc3ccccc3F)CC2)c1,8,-3,26,0,-1,-7,-16
CN1CCc2c(sc(NC(=O)CS(=O)(=O)c3ccc(F)cc3)c2C(N)=O)C1,2,1,.,.,1,-1,-6
C[C@H]1CN([C@@H](C)CO)C(=O)c2cccc(N(C)C)c2O[C@@H]1CN(C)S(=O)(=O)c1cccs1,0,-6,-34,0,-3,0,-5
CC1(C(=O)NCc2cccnc2)CCN1C(=O)Cc1cccs1 (stereo not drawn),-2,4,-9,-7,-1,2,-7
CC(C)C[C@@]12C(=O)N(c3cccc(Br)c3)C(=O)N1[C@H](c1ccc(F)cc1)[C@@H]1C(=O)N(C3CCCCC3)C(=O)[C@@H]12,-1,-4,-1,14,-9,-3,4
COc1cc(/C=N/Nc2nc(=O)[nH]nc2C)ccc1O,4,0,.,.,1,1,-5
CC(=O)NCCOc1nc(N(C)C)nc(N2CCCCC2)n1,-4,-2,-2,1,.,0,-8
N#CCc1ccc(NC(=O)CSc2nnc(C3CC3)n2C2CC2)cc1,-4,-4,-13,2,0,-8,-1
COc1ccc2cc1Oc1ccc(cc1)C[C@H]1c3c(cc4c(c3Oc3cc5c(cc3OC)CCN(C)[C@@H]5C2)OCO4)CCN1C,2,7,-103,1,16,-5,-5
Cc1noc(C)c1S(=O)(=O)N(C)C[C@@H]1OCCCC[C@@H](C)Oc2ccc(NC(=O)Nc3cccc4ccccc34)cc2C(=O)N([C@@H](C)CO)C[C@H]1C,1,-9,.,7,-1,.,-10
O=C(Nc1ccc(F)cc1F)C1(c2cccs2)CCOCC1,-5,4,.,.,1,-3,6
Cc1ccc(C2=NOC(C)(c3nnc(-c4ccc(F)cc4)o3)C2)cc1 (stereo not drawn),-4,-2,11,3,2,3,-2
COc1ccccc1NC(=O)N(C)C[C@@H]1OCc2ccccc2-c2ccccc2C(=O)N([C@H](C)CO)C[C@H]1C,.,4,.,-6,-1,-26,8
Cc1c(-c2csc(N)n2)c2ccccc2n1C,-1,7,-1,-1,3,-3,15
CCCCOc1ccc(C(=O)NNC(=O)c2cnccn2)cc1OC,-2,-18,4,-2,-1,24,2
COc1ccc(/C=C2/CCCC(C(=O)C(F)(F)F)=C2O)cc1OC,-2,-3,.,.,-5,6,-16
C[C@@H]1CN([C@@H](C)CO)S(=O)(=O)c2ccc(Br)cc2O[C@@H]1CN(C)S(=O)(=O)c1cn(C)cn1,1,0&6,-3&2,-4&0,-1&1,1,32&4
COc1ccc(CNC(=O)CSc2nnc(NC(=O)c3ccccc3F)s2)cc1,-6,4,28,27,-3,4,7
C[C@@H](CN=[N+]=[N-])CN1CC[C@H](C(C)(C)C)CCC1=O,-2,23,7,-5,-4,-11,10
Fc1ccccc1C1c2[nH]c3ccccc3c2CCN1CCCn1cccn1 (stereo not drawn),1,-4,.,.,4,4,31
CCOCC(=O)Nc1ccc(S(=O)(=O)Nc2nccs2)cc1,-2,-2,3,-12,1,-4,6
COCC#Cc1ccc2c(c1)O[C@H](CN(C)C(=O)C1CCC1)[C@H](C)CN([C@@H](C)CO)S2(=O)=O,2,5,-4,5,0,.,16
COc1cccc(S(=O)(=O)N(C)C[C@H]2Oc3ncc(-c4cccc(C(=O)N(C)C)c4)cc3C(=O)N([C@H](C)CO)C[C@H]2C)c1,0,5,10,-3,-2,0,8
O=S1(=O)CC(N2CCSCC2)CN1Cc1cn(Cc2cccc(Cl)c2)nn1 (stereo not drawn),-10,7,.,.,-1,2,2
CC(C)c1ccc(/C=C/C(=O)NC2CCCCC2)cc1,-2,0,.,.,-2,-11,-20
CC(=O)Nc1ccc(-c2ccnc3c2CC(C)(C(=O)Nc2ccc(Cl)c(C(F)(F)F)c2)O3)cc1 (stereo not drawn),.,-4,18,13,-2,-8,29
COC(=O)c1ccc(OCCOc2ccccc2C)cc1,-1,-1,-8,19,-8,-3,-18

# Sorted by count of non-hydrogen atoms (low to high): part of the list above
SMILES,SIRT5 block,S100A4 MyoIIA,C2C12 statin,esBAF inh,CASP6 VEID inh,FN deposition inh,LGR2 inh
Cc1c(C(=O)Nc2ccccn2)oc2c(Cl)cccc12,-4,1,33,37,-1,3,-6
CCOc1ccc(S(=O)(=O)NCc2ccc3c(c2)OCO3)cc1NC(C)=O,-4,-7,13,-1,2,-1,2
Fc1ccccc1C1c2[nH]c3ccccc3c2CCN1CCCn1cccn1 (stereo not drawn),1,-4,.,.,4,4,31
COc1ccc(CNC(=O)CSc2nnc(NC(=O)c3ccccc3F)s2)cc1,-6,4,28,27,-3,4,7
COc1ccccc1NC(=O)N(C)C[C@@H]1OCc2ccccc2-c2ccccc2C(=O)N([C@H](C)CO)C[C@H]1C,.,4,.,-6,-1,-26,8

# Going on with the list:
SMILES,SIRT5 block,S100A4 MyoIIA,C2C12 statin,esBAF inh,CASP6 VEID inh,FN deposition inh,LGR2 inh
CC(C)C(NC(=O)c1ccccc1NC(=O)C(C)(C)C)C(=O)N1CCOCC1 (stereo not drawn),3,0,-1,7,1,9,2
COC(=O)[C@@H]1C[C@@H]2CC[C@@H](O)C[C@@H]2N1Cc1ccc(Cl)cc1,.,13,-7,-7,-2,-7,-1
COCc1cc(CN(C)C(=O)c2oc3c(F)cccc3c2C)[nH]n1,-2,9,12,16,-3,-1,-8
CC(C)(c1ccccc1)c1ccc(OCCN)cc1,-11,1,-10,21,24,13,-14
CCN(CC)CC#CCC(O)(c1ccccc1)C1CCCCC1 (stereo not drawn),-2,-1,-3,-2,1,4,5
C=CCNc1nc(N)c([N+](=O)[O-])c(NCCO)n1,-1,0,9,-16,0,12,-14
O=C(C[C@H]1CC[C@H](NS(=O)(=O)c2ccc(F)cc2)[C@@H](CO)O1)NCCN1CCCCC1,-3,0,0,-3,-3,.,11
CCN1CCN(C(=O)CCc2nnc(CCc3c[nH]c4ccccc34)o2)[C@@H](C)C1=O,5,16,-2,0,-1,3,22
c1ccc(CNc2nc(-c3cccnc3)cs2)cc1,3,-23,.,.,0,3,-26
CCOC(=O)C1(Cc2cccc(Cl)c2)CCCN(C(=O)c2cccnc2)C1 (stereo not drawn),4,2,-14,4,1,-2,20
Cc1cccc(NC(=O)/C(C#N)=C/c2ccc(Cl)cc2)n1,1,4,-6,-12,2,5,-6
COc1ccccc1N(CC(=O)Nc1ccccc1C(=O)NCC(C)C)S(C)(=O)=O,.,19,8,-7,4,2,9
CCOC(=O)N1CCN(C(=O)c2ccccc2NC(=O)COc2ccccc2C)CC1,7,-5,0,13,-2,4,11
Cc1c(C(C)C)c(=O)n(-c2ccc(S(=O)(=O)NC3CC3)cc2)n1C,-5,-6,0,-5,0,-3,-17
COc1ccc(NC(=O)C2COc3ccccc3O2)cc1S(=O)(=O)N1CCOCC1 (stereo not drawn),-4,-1,-15,6,9,4,-16
CC(C)NC(=O)N(C)C[C@H]1Oc2ccc(NS(=O)(=O)c3cn(C)cn3)cc2C(=O)N([C@@H](C)CO)C[C@@H]1C,-2,3,.,6,-2,1,-1
Cc1ccc(S(=O)(=O)N2CCN(C(=S)NCc3ccc4c(c3)OCO4)CC2)cc1,1,-3,15,2,.,.,13
COc1cc2nc(Nc3ccc(C)c(C)c3)nc(N)c2cc1OC,5,-3,-25,1,-6,-6,-12
Cc1cccc(NC(=O)C2CCCN2S(=O)(=O)c2ccc(F)cc2)c1C (stereo not drawn),.,.,1,-5,.,1,.
O=C(N/N=C/c1ccccc1)c1ccc(CN2C(=O)c3cccc4cccc2c34)cc1,-1,1,.,.,-1,7,2

# Exported with tabs: part of the list above.
SMILES	SIRT5 block	S100A4 MyoIIA	C2C12 statin	esBAF inh	CASP6 VEID inh	FN deposition inh	LGR2 inh
COc1ccccc1N(CC(=O)Nc1ccccc1C(=O)NCC(C)C)S(C)(=O)=O	.	19	8	-7	4	2	9
CC(C)C(NC(=O)c1ccccc1NC(=O)C(C)(C)C)C(=O)N1CCOCC1 (stereo not drawn)	3	0	-1	7	1	9	2

# Remaining list, next part.
SMILES,SIRT5 block,S100A4 MyoIIA,C2C12 statin,esBAF inh,CASP6 VEID inh,FN deposition inh,LGR2 inh
COc1ccc(NC(=O)c2cc3ccccn3n2)cc1,3,-1,-10,-23,-2,0,27
Cc1ccc(-n2nnnc2SCC(=O)Nc2ncc(Cc3ccccc3Cl)s2)cc1,.,.,-15,5,.,.,4
CCOCCSc1nc2c(c(=O)[nH]c(=O)n2C)n1CCCc1ccccc1,.,.,5,-8,.,10,.
COc1ccccc1NS(=O)(=O)c1cccc(C(=O)N2CCCCCCC2)c1,-5,1,-3,0,-82,8,21
Cc1ccc(C)c(N2C(=N)S/C(=C\c3ccc(-c4ccccc4C(=O)O)o3)C2=O)c1,4,-4,1,2,37*,8,-5
COc1cc(C=O)ccc1OCC(=O)NC(C)(C)C,-3,14,.,.,0,5,1
CNc1nc(NC#N)nc(SC)n1,-9,-4,1,-9,-3,1,7
CC(C)Oc1ccc(C(=O)NCC(=O)Nc2ccc3c(c2)CCC3)cc1,-4,-5,0,17,-2,10,-39
COc1cc2oc(=O)cc(-c3ccc(-c4ccc(N(C)C)cc4)cc3)c2c(OC)c1OC,0,-2,-21,-3,-1,-5,4
COCC(=O)N1CC(=O)N2[C@@H](CO)[C@@H](c3ccc(-c4cccnc4)cc3)[C@@H]2C1,-4,10,.,.,0,.,6
C[C@@H]1CN([C@H](C)CO)C(=O)Cc2cc(NS(=O)(=O)c3ccccc3)ccc2O[C@@H]1CN(C)Cc1ccncc1,-1,-27,-18,0,-1,-7,17
COc1cc(NC(=O)C2CC(=O)N(Cc3ccco3)C2)cc(OC)c1 (stereo not drawn),-1,-9,8,7,-134,3,-4
Cc1cccc(NC(=S)N2CCC(NC(=O)c3ccco3)CC2)c1,-1,-6,-7,4,-3,-2,0
Cc1cn([C@H]2C[C@H](O)[C@@H](CCC(=O)NCCc3cccs3)O2)c(=O)[nH]c1=O,2,9,0,0,2,-4,-4
O=C(O)c1ccc(CS(=O)(=O)c2ccc(Br)cc2)cc1,-2,6,-4,1,0,1,-2
Cc1onc(-c2c(Cl)cccc2Cl)c1C(=O)N1CCN(c2ncccn2)CC1,-2,-1,.,.,0,8,15
